CSN inh – inhibitors of human CSN-mediated cullin deneddylation | Q92905 | AID 651999 | 360,000 tested, 0.38% active | inhibition, % at 12.5 µM | Purified CSN, SCF-Nedd8-OG deneddylation, fluorescence polarization;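 active = pattern-corrected inhibition above about 35%, with an unprinted fluorescence ratio check between 0.5 and 1.5, limit read from the data, passing the limit was not always enough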;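 note: 0% = enzyme with substrate and 100% = substrate without enzyme; some results filed as inactive read as strong as hits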
Target sequence (Q92905 whole entry, looked up, one chain of several): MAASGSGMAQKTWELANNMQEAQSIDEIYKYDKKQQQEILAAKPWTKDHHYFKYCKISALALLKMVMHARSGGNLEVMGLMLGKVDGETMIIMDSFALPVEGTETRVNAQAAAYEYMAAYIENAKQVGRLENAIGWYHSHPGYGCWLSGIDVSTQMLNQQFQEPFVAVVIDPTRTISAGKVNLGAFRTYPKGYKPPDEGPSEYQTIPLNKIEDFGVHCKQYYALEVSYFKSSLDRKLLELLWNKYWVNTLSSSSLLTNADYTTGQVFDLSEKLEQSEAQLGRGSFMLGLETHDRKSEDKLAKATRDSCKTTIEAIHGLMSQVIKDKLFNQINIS
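Material: human Csn5 produced in HEK293T cells; Input: enzyme 0.24 nM; Reagent: SCFSkp2-Nedd8OG substrate at 10 nM final; Dosing: 12.5 µM compound; Incubation: 90 min reaction at room temperature; Detection: fluorescence polarization of the substrate; Evaluation: % inhibition of substrate cleavage by Csn5; Control set: substrate-only high control, full reaction low control.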
bovine MsrA act – activators of bovine methionine sulfoxide reductase A; purified bovine MsrA, absorbance read-out; activation, % at 10.6 µM; 360,000 tested, 0.3% active; AID 602163; in the data active = activation above about 7.5%;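 note: 0% = vehicle and 100% = reference activator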
Tb MetRS inh – Trypanosoma brucei MetRS inhibition. purified T. brucei MetRS, ATP depletion, Kinase-Glo luminescence. inhibition, % at 11.9 µM. 360,000 tested, 0.4% active. AID 624268;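 active = inhibition above a per-plate cutoff of the control wells' mean inhibition plus 3 SD, cut at about 5.5% in these data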;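 note: 0% = DMSO wells median and 100% = median of wells with control inhibitor compound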
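Test system: purified T. brucei MetRS enzyme. Also added: ATP, methionine and E. coli bulk tRNA substrates. Compound: 11.9 µM single point. Schedule: 15 min enzyme-compound preincubation, 2 h reaction, 10 min detection, 25 °C. Signal: luciferase luminescence of residual ATP, Kinase-Glo. Evaluation: percent inhibition versus plate control medians. Controls: DMSO wells, low control.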
MLLE-PAM2 inh – inhibitors of microRNA-mediated deadenylation, human PABP1 MLLE binding; inhibition, % at 20 µM; P11940; GST-MLLE / FITC-PAM2 fluorescence polarization; 360,000 tested, 0.36% active; in the data active = inhibition above about 35%, passing the limit was not always enough;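 note: plate controls were DMSO wells with GST-MLLE for no effect and wells lacking GST-MLLE protein for full effect; some results filed as inactive read as strong as hits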
Rin1 Abl inh – blocks binding of human Rin1 to Abl | TR-FRET Rin1/Abl binding, biochemical | inhibition, % at 7.35 µM | 360,000 tested, 0.4% active; in the data active = inhibition above about 5%, passing the limit was not always enough
MsrA inhibitor – bovine MsrA inhibition. purified bovine MsrA, absorbance read-out. 360,000 tested, 0.75% active. inhibition, % at 15.5 µM. AID 651718; in the data active = inhibition above about 4.5%;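 note: 0% = vehicle wells with enzyme and 100% = reference inhibitor wells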
E coli Lon inh – E. coli protease La inhibition | P0A9M0 | purified E. coli Lon protease, fluorescence polarization | inhibition, % at 7.94 µM | 360,000 tested, 0.42% active | AID 602123; in the data active = inhibition above about 13%, passing the limit was not always enough;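 note: 0% = enzyme with probe and DMSO and 100% = no enzyme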
Target sequence (P0A9M0 whole entry, looked up): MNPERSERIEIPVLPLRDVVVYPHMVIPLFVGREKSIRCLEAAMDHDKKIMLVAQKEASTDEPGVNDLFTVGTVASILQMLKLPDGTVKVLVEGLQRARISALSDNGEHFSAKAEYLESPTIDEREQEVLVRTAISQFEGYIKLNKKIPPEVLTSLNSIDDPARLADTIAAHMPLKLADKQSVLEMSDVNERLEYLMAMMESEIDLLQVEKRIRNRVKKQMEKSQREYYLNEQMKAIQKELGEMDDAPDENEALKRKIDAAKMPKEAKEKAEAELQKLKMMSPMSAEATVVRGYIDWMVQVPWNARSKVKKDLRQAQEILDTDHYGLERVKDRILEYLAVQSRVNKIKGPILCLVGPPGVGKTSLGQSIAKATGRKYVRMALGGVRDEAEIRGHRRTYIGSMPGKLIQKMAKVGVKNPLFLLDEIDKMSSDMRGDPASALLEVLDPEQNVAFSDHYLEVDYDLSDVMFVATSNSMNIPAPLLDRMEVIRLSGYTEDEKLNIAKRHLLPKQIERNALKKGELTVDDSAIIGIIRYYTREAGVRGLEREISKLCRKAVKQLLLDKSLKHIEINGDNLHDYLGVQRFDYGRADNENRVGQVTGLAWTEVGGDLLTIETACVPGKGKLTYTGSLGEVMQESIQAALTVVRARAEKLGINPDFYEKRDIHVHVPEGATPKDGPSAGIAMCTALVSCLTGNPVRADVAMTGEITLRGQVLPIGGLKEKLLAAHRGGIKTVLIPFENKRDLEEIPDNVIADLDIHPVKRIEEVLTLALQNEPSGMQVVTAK
FAS TE block – blocks the thioesterase domain of human fatty acid synthase. 360,000 tested, 0.67% active. recombinant FAS-TE, OMFH fluorogenic substrate, fluorescence endpoint. inhibition, % at 15 µM;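 active = compounds whose normalised, plate-corrected inhibition of enzyme fluorescence in the single-dose primary screen is 50% or more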;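 note: 0% = DMSO with enzyme and 100% = substrate without enzyme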
Neddylation inh – blocks human cullin neddylation; AID 651699; P61081+Q13564; TR-FRET cullin neddylation, biochemical; 360,000 tested, 0.58% active; calls only at 25 µM; in the data active = inhibition above about 36%
Starred values were filed as active, the others as inactive; i = inactive; . = not tested or not shown.

Below each SMILES – CSN inh	bovine MsrA act	Tb MetRS inh	MLLE-PAM2 inh	Rin1 Abl inh	MsrA inhibitor	E coli Lon inh	FAS TE block	Neddylation inh
S=c1nc2ccccc2c2nc(-c3ccccc3Cl)[nH]n12
  -6	3	-0.1	-30	-1	0.6	-3	-4	i
COc1cc(OC)cc(-c2c(C#Cc3ccsc3)c3cc(-c4ccc5cc[nH]c5c4)ccc3n2C)c1
  1	-5	-0.2	-8	5	1.9	-35	36	.
COc1ccc(C(=O)OCC(=O)c2ccco2)cc1[N+](=O)[O-]
  3	-9	0.2	-6	4	1.4	0	3	i
CCN(c1ccccc1)S(=O)(=O)c1cccc(C(=O)NCc2ccccc2CN2CCOCC2)c1
  -5	-1	-0.2	14	0	-0.7	4	15	i
Cc1ccc(S(=O)(=O)Nc2cccc3c2CCCC3)cc1
  -9	0	0.0	-7	-1	0.1	-13	0	i
O=C(OCC(=O)N1CCc2ccccc21)c1n[nH]c(=O)c2ccccc12
  -1	-6	-0.1	-5	3	-0.8	-6	1	i
Cc1c(O)ccc2c(CN3CCN(Cc4ccccc4)CC3)cc(=O)oc12
  -2	-2	-0.3	5	0	1.3	3	-3	.
CC(C)NC(=O)C1CCN(Cc2cccc(OCc3ccccc3)c2)CC1
  -3	-6	-0.5	4	-1	-0.6	1	-5	i
CCOc1ccccc1N(CC(=O)NC1CCCCC1)C(=O)CNC(=O)c1ccco1
  2	0	0.0	6	-2	0.9	3	0	i
OC(COc1cccc2ccccc12)CN1CCN(c2ccc(Cl)cc2)CC1 (centres undefined)
  -5	-2	0.4	0	-1	0.5	2	17	i
COc1ccc(CCN2C(=O)C3C(C2=O)C2C=CC3C23CC3)cc1OC (centres undefined)
  4	-2	0.1	11	4	0.0	-3	-2	i
CCOC(=O)c1sc(NC(=O)/C=C/c2cnn(C)c2C)c(C(=O)OC(C)C)c1C
  -8	2	-0.5	1	4	0.5	0	14	.
COc1ccc(OC)c(NC(=O)c2ccccc2NC(=O)c2ccco2)c1
  4	-4	-0.8	-13	0	-0.5	-4	10	i
COc1cccc(-c2nnc(NC(=O)c3cccc(F)c3)o2)c1
  4	1	-0.9	-1	1	-0.4	17	3	i
O=C(COc1ccc2ccc(=O)oc2c1)NC(Cc1ccc(Cl)cc1)C(=O)O (centres undefined)
  -2	-2	0.5	6	-3	2.1	-1	-5	i

Given tab-delimited: part of the list above.
compound	CSN inh	bovine MsrA act	Tb MetRS inh	MLLE-PAM2 inh	Rin1 Abl inh	MsrA inhibitor	E coli Lon inh	FAS TE block	Neddylation inh
O=C(OCC(=O)N1CCc2ccccc21)c1n[nH]c(=O)c2ccccc12	-1	-6	-0.1	-5	3	-0.8	-6	1	i
Cc1c(O)ccc2c(CN3CCN(Cc4ccccc4)CC3)cc(=O)oc12	-2	-2	-0.3	5	0	1.3	3	-3	.
CC(C)NC(=O)C1CCN(Cc2cccc(OCc3ccccc3)c2)CC1	-3	-6	-0.5	4	-1	-0.6	1	-5	i

Further entries follow.
Below each SMILES – CSN inh	bovine MsrA act	Tb MetRS inh	MLLE-PAM2 inh	Rin1 Abl inh	MsrA inhibitor	E coli Lon inh	FAS TE block	Neddylation inh
CCOC(=O)c1ccc(S(=O)(=O)N2CCN(C(=O)CSc3nc4ccccc4o3)CC2)cc1
  3	0	-0.9	-13	-3	-0.4	-1	30	i
CC(C)CCNC(=O)c1cccnc1Sc1ccccc1
  6	-4	0.4	-1	-2	-1.1	-2	-9	i
O=C(Nc1ccc(Cl)cc1Cl)Nn1cnnc1
  -5	-2	-0.1	-2	2	-0.2	-4	-24	i
Cc1ccccc1-n1cc(CNCc2c(C(=O)N(C)C)nc3ccc(Cl)cn23)cn1
  4	-2	0.4	-5	-1	-1.5	-1	-4	i
C=CCNc1nc(Nc2cc(Cl)ccc2OC)nc(OC)n1
  2	-2	0.0	11	-2	0.6	-10	-2	i
COc1ccccc1C(CNC(=O)CNC(=O)c1ccccc1Cl)N1CCCC1 (centres undefined)
  -7	-4	-0.2	-2	0	-0.2	-10	-7	i
CCOC(=O)C1CCN(C(=O)Cc2ccccc2OC)CC1
  -3	-5	-0.5	14	2	1.2	-4	-5	i
CCS(=O)(=O)N1Cc2ccccc2CC1C(=O)N(C)Cc1ccc(OC)c(F)c1 (centres undefined)
  11	0	-0.1	-7	4	1.9	-14	-1	i
COc1ccc(OC)c(-c2csc(NC(=O)CSc3ccc([N+](=O)[O-])cc3)n2)c1
  -3	-10	-0.5	2	6	0.7	-2	38	i
O=[N+]([O-])c1ccc(-c2cnc3ccccc3n2)cc1
  -4	0	-0.5	5	-1	1.8	-1	10	i
CCCOc1ccc(C2NC(=S)NC(C)=C2C(=O)c2ccccc2)cc1OC (centres undefined)
  2	-13	1.3	-134	7	2.1	-2	-9	i
COc1ccc(S(=O)(=O)N2CCOC23CCN(S(=O)(=O)c2ccc(F)cc2C)CC3)cc1
  4	-14	-0.4	3	6	0.7	0	24	i
COc1cnc(-c2ccccn2)nc1NC(C)C
  -16	-3	-0.2	4	-1	-0.5	-4	-3	i
O=C(CS(=O)(=O)c1cccc(Cl)c1)Nc1ccccc1Cl
  -3	-3	-0.5	-4	-1	0.8	-7	-3	i
CCCCCCCCNC(=O)/C(C#N)=C/c1ccccc1[N+](=O)[O-]
  5	-9	-1.4	9	-1	-0.5	8	57*	i
N#CC1=C(N)OC2=C(C(=O)CCC2)C1c1ccc2c(c1)OCO2 (centres undefined)
  0	0	0.0	15	-1	-0.4	4	-5	i
CS(=O)(=O)N1CCN=C1SCc1ccc(Br)cc1
  1	0	-0.1	-3	1	-0.1	-4	-2	i
CC(NC(=O)CN1CCN(CC(=O)Nc2ccccc2Cl)CC1)c1ccc(Br)cc1 (centres undefined)
  -3	-1	0.1	4	-1	-0.7	0	10	i
CC(Sc1ccccc1)C(=O)Nc1ccc(S(=O)(=O)N2CCOCC2)cc1 (centres undefined)
  -1	-9	-0.7	13	-1	-0.1	-4	4	i
C=CC[C@]12CCc3ccccc3C1N(c1ccc(C(=O)OCC)cc1)C2=O (some centres undefined)
  5	-5	-0.1	-2	4	-0.9	-2	30	i
Cc1cc(NC(=O)CSc2nncc(=O)n2N)no1
  2	-2	1.4	-13	-6	0.2	-4	-1	i
CCOC(=O)C1(CC2CCCCO2)CCN(Cc2nccn2-c2ccc(OC)cc2)CC1 (centres undefined)
  -2	-4	-0.4	121	-1	-0.9	-3	-2	i
CC1CCCCC1n1c(-c2cccnc2)n[nH]c1=S (centres undefined)
  -4	-3	-0.2	17	2	0.0	-13	-2	i
COc1ccccc1CNC(=O)c1nn(C)c2c1CS(=O)(=O)c1ccccc1-2
  0	-2	0.1	11	1	-0.9	0	9	i
CCN(CC(=O)NCc1cccs1)C(=O)c1cccc(S(=O)(=O)Nc2ccc(C)cc2)c1
  -7	-3	0.1	-5	3	-0.7	-10	11	i
CCOC(=O)C1=C(C)NC2=C(C(=O)CCC2)C1c1ccc(O)c(OCC)c1 (centres undefined)
  -3	-5	0.1	6	0	0.4	3	-6	i
O=C(Nc1cccc2cccc(NC(=O)c3ccco3)c12)c1ccco1
  0	-3	-1.7	9	0	0.1	-4	-6	i
O=C(CSc1nnc(NC(=O)c2ccc(F)cc2F)s1)NC1CCCC1
  -1	-1	-0.1	4	4	-0.5	-4	-4	i
Cc1cnn(CCC(=O)NNC(=S)Nc2cccc(Cl)c2)c1
  -1	2	-0.3	12	-6	-0.5	-6	-3	i
O=C(c1cc2ccccc2o1)N1CCN(S(=O)(=O)c2cccs2)CC1
  1	-5	0.2	-16	3	-0.6	-5	-1	i
CCOc1ccc(S(=O)(=O)N2CCC(C(=O)NCc3ccncc3)CC2)cc1Cl
  1	-2	-0.7	2	2	0.0	0	-7	i
COc1ccc(N2CC(C(=O)Nc3nc4ccccc4s3)CC2=O)cc1 (centres undefined)
  -2	-3	0.0	-1	1	1.4	-3	1	i
C=CCN1CC(=O)N2C(C)c3[nH]c4ccccc4c3C[C@H]2C1=O (some centres undefined)
  2	2	0.1	-7	2	-0.3	-7	-4	i
COC(=O)[C@H](CCSC)NC(=O)Cn1cc(C)c(=O)[nH]c1=O
  1	-1	-1.3	0	-4	1.8	7	-6	i
COc1cc(C(=O)N2CCOC23CCN(Cc2ccccc2)CC3)cc(OC)c1OC
  -1	-3	-0.1	13	-3	1.1	-10	-3	i
COC(=O)c1sc2ncn(CC(=O)N(C)C3CCCCC3)c(=O)c2c1C
  4	-2	-0.6	-13	0	2.9	-11	2	i
CCOC(=O)c1ccc(NC(=O)c2nc[nH]c2C(=O)NCCCCNC(=O)c2[nH]cnc2C(=O)Nc2ccc(C(=O)OCC)cc2)cc1
  -1	-1	0.4	-2	-3	-0.9	-5	-5	i
COC(=O)c1cc(Br)c(=O)n(-c2ccc(F)cc2)c1
  6	-2	0.0	3	-2	-0.2	-9	-9	i
Cc1ccnc(NC(=O)c2ccc(N3C(=O)CCC3=O)cc2)c1
  1	-11	-1.1	-11	0	0.5	-3	-12	i
COc1ccc(/C=C/C(=O)OCC(=O)Nc2cccc(C(C)=O)c2)cc1
  0	-1	-0.4	-8	-1	0.8	-6	-1	i
CCN(CC)Cc1c(O)c(Cl)cc2c(C)c(C)c(=O)oc12
  0	-12	-1.3	1	-6	2.4	-3	-6	.
CCCn1c(C)cc(C(=O)COC(=O)c2ccc(Cl)c(S(=O)(=O)N3CCCC3)c2)c1C
  -4	-2	-0.4	-5	-2	-0.3	3	16	i
CCN1CCN(C(=O)C23CCC(C)(C(=O)C2Br)C3(C)C)CC1 (centres undefined)
  2	-2	-0.1	-4	1	0.4	-3	-7	i
COc1ccc(CC(=O)OCc2cc3ccc(C)cc3[nH]c2=O)cc1
  -4	-2	0.5	-88	-3	0.5	-4	-1	i
O=C(Nc1cccc(C(F)(F)F)c1)Nc1nnc([C@@H]2C[C@H](O)[C@@H](CO)O2)s1
  -1	-1	-0.1	3	-2	0.0	-6	-8	i
C[C@H](CO)N1C[C@H](C)[C@@H](CN(C)S(=O)(=O)c2cccc(C#N)c2)OCc2cnnn2CCCC1=O
  -3	-6	-2.5	-8	-2	0.3	-9	-9	i
O=c1c(Cl)c(N2CCN(c3ccc(F)cc3)CC2)cnn1C12CC3CC(CC(C3)C1)C2
  0	-1	1.7	-6	-1	1.1	-10	-11	i
CCN(CC)c1ncnc2c1ncn2[C@H]1CN(C2CCCC2)C[C@@H](CO)O1
  5	-9	-0.4	3	2	0.9	-4	-7	i
O=[N+]([O-])c1cccc(COc2ccccc2CN2CCOCC2)c1
  3	-4	0.5	15	-3	0.0	-8	5	i
O=C(NCc1ccc2c(c1)OCO2)C(=O)NCC1OCCCN1S(=O)(=O)c1ccc(F)cc1 (centres undefined)
  0	0	-0.1	-8	-1	0.6	3	-1	i
COc1ccc(NC(=O)CCCC(=O)OCC(F)(F)C(F)F)cc1
  0	-12	-1.7	-5	1	0.0	-3	-4	i
O=C1C=C(c2ccccc2)C[C@@H](c2ccc(Cl)cc2)C1
  -4	-1	-0.3	2	4	0.6	21	37	i
C=CCN1C(=O)C(Cc2ccc(OC)cc2)S/C1=N/N=C/c1ccco1 (centres undefined)
  1	-1	-0.9	-2	0	0.8	-6	4	i
Cc1cc(C(=O)CN2C(=O)C(=O)N(Cc3ccccc3)C2=O)c(C)n1-c1ccc2c(c1)OCCO2
  4	-2	0.9	-37	-2	0.4	-3	26	i

Assay outcomes from PubChem BioAssay.
